High-throughput results (PubChem BioAssay)
trophozoite growth: anti-Giardia activity of synthetic compounds – Compounds Australia Scaffold Library subset, 24/48 h, primary screen (AID 1794835). stronger effect = higher value. inhibition, % at 10 µM. 2,500 compounds, 2% hits; in the data active = inhibition mostly above about 45%, no sharp cut-off; inactive = mostly below about 37%;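 also: 0% = parasite counts in DMSO vehicle wells; trophozoite growth inhibition read by imaging counts at 24 h; calls made by hand needing about 50% inhibition in two separate runs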
* hit, by the source's call; i = inactive.

SMILES	trophozoite growth
CCc1ccccc1N1CC(c2nnc(NC(C)=O)s2)CC1=O (stereo unspecified)	i
COc1cc2c(cc1OC)CN(C(=O)c1occc1-c1ccccc1)CC2	i
COc1ccccc1OCCNC(=O)Cn1ccc2c(c(C)nn2-c2ccccc2)c1=O	27
Cc1ccc(Cn2ccc3nc(N4CCCCC4)ncc3c2=O)cc1	15
O=C(c1nn(-c2ccccc2)c(=O)n(Cc2ccc(F)cc2)c1=O)N1CCOCC1	i
Cc1ccc(S(=O)(=O)N2Cc3ccccc3CC2C(=O)N(C)C)cc1 (stereo unspecified)	i
N/C(=N/OCc1ncc(-c2cccs2)o1)c1ccc(Oc2ccc(F)cc2)nc1	42
Cc1nc(-c2ccc(-c3noc(C4CC(=O)N(c5cccc(Cl)c5)C4)n3)cc2)cs1 (stereo unspecified)	i
CS(=O)(=O)N1CCC(C(=O)NC2CC2)Oc2ccccc21 (stereo unspecified)	1
CCc1ccc(CNC(=O)c2cn[nH]c2-c2ccc(Cl)cc2)cc1	7
CN(CCCN)C(=O)c1ccc2c(=O)n3c(nc2c1)CCCCC3	25
CCOc1ccc(S(=O)(=O)N2CCN(S(=O)(=O)c3sc(=O)[nH]c3C)CC2)cc1OCC	4
Cc1ccc(CN2C(=O)Cn3cccc3C2C(=O)NC2CCCCCCC2)cc1 (stereo unspecified)	i
Cc1nc(COc2ccccc2C(=O)N2CC=C(c3c[nH]c4ccccc34)CC2)no1	i
CC(C)CCCC(C)NC(=O)CN1C(=O)NC(Cc2c[nH]c3ccccc23)C1=O (stereo unspecified)	i
Cc1oc(C2CCC2)nc1C(=O)NC(C)c1ccccn1 (stereo unspecified)	17
CCCS(=O)(=O)N1CCCC(C(=O)NCCCN2CCC(Cc3ccccc3)CC2)C1 (stereo unspecified)	i
CN1C(=O)c2cc(NC(=O)c3ccc4c(c3)OCO4)ccc2N2CCN=C12	32
COc1cccc(-c2nnc(CN3CC4C5CCC(C5)C43)o2)c1 (stereo unspecified)	i
CC(=O)OC(c1ccccc1)c1nc(C2CCN(C(=O)C3CCCC3)CC2)no1 (stereo unspecified)	i

Look-ups from the list:
CCc1ccc(CNC(=O)c2cn[nH]c2-c2ccc(Cl)cc2)cc1 – trophozoite growth = 7
COc1ccccc1OCCNC(=O)Cn1ccc2c(c(C)nn2-c2ccccc2)c1=O – trophozoite growth = 27
CN(CCCN)C(=O)c1ccc2c(=O)n3c(nc2c1)CCCCC3 – trophozoite growth = 25
CN1C(=O)c2cc(NC(=O)c3ccc4c(c3)OCO4)ccc2N2CCN=C12 – trophozoite growth = 32

The listing picks up with the 2 entries that preceded the break.
SMILES	trophozoite growth
COc1cccc(-c2nnc(CN3CC4C5CCC(C5)C43)o2)c1 (stereo unspecified)	i
CC(=O)OC(c1ccccc1)c1nc(C2CCN(C(=O)C3CCCC3)CC2)no1 (stereo unspecified)	i
Cn1ccc(C(=O)NCc2noc(-c3ccco3)n2)cc1=O	i
O=C(Nc1ccc(F)cc1)c1cccn1Cc1noc(-c2ccccc2)n1	i
CC1(C(=O)NCC2CCCO2)Cn2c(cc3ccccc32)C(=O)N1C1CCCc2ccccc21 (stereo unspecified)	i
C=CCn1c(=O)c2sc(N3CCCCC3)nc2n(CC(=O)Nc2ccc(OCC)cc2)c1=O	i
COc1ccc(-c2nnc(CN3C(=O)NC(C)(CCC(C)C)C3=O)o2)cc1 (stereo unspecified)	i
COc1cc(OC)c(NC(=O)N2CCN(c3nc4ccccc4n3C)CC2)cc1Cl	i
CC1(C(=O)NCc2ccc3c(c2)OCO3)CCN(S(=O)(=O)c2cccs2)CC1	i
CCOC(=O)c1cc(-c2ccccc2)n(CCC(=O)N2CCn3c2nc2ccccc23)c1C	10
CCc1nc2nc(C)cc(Nc3cc(C)ccc3C)n2n1	3
O=C(C1CCN(S(=O)(=O)c2ccccc2)CC1)N1CC=C(c2ccccc2)CC1	i
Cc1nnc2n1CCN(Cc1nc(-c3ccc4c(c3)OCO4)no1)C2	i
Cc1cnn(CC2CN(Cc3cc(-c4ccccc4)no3)CCO2)c1 (stereo unspecified)	i
O=C(CN1CCCC1Cn1cncn1)NC1CCN(C2CC2)CC1 (stereo unspecified)	i
CCCNC(=O)c1sc(-n2nc(C)c(Cl)c2C)nc1C	27
Cc1noc(CN2C(=O)NC(C)(c3ccccc3)C2=O)n1 (stereo unspecified)	i
CCOc1nnc(CN2CCCC2c2cnn(C)c2)s1 (stereo unspecified)	i
COc1ccc(CC(=O)N2CCn3c(C)nnc3C2)cc1Cl	i
CCCNC(=O)CN1CCN(c2nc3ccccn3c2[N+](=O)[O-])CC1	31
O=C(CCn1ccn2nc(-c3ccccc3Cl)cc2c1=O)NCc1ccc(F)cc1	i
CCc1nc(C(=O)N2CCCC2)nn1-c1c(Cl)cccc1Cl	i
CCOC(=O)c1sc2nc(C)nc(N3CCCCC3C)c2c1C (stereo unspecified)	i
Cc1ncc2c(n1)CN(C(C)c1nc(-c3cccs3)no1)CC2 (stereo unspecified)	14
CC1CCc2c(sc3ncnc(N4CCN(Cc5cn6ccccc6n5)CC4)c23)C1 (stereo unspecified)	i
CCOc1ccc(NS(=O)(=O)c2cc(C(=O)Nc3cc(C)ccc3C)n[nH]2)cc1	15
Cc1ccc(N2C(=O)N(Cc3ncc(C(C)(C)C)o3)C(=O)C2C)cc1 (stereo unspecified)	i
CCOC(=O)c1nc(Cn2nc(-c3ccc(F)cc3)oc2=O)cs1	i
O=C(NCCC1=CCCCC1)c1cccn1-c1cccnc1	14
CC1(c2ccco2)NC(=O)N(NC(=O)c2sc3ccccc3c2Cl)C1=O (stereo unspecified)	16
Cc1ccc(-n2nc3c(c2NC(=O)COc2ccccc2)CS(=O)(=O)C3)c(C)c1	17
COCCS(=O)(=O)N1CCCC1Cn1ccnc1 (stereo unspecified)	i
CCC(c1ccc(F)cc1)N1CCC(c2noc(C)n2)CC1 (stereo unspecified)	i
CCN1CCN(CCCNC(=O)CN2C(=O)C(c3ccccc3)Oc3cccnc32)CC1 (stereo unspecified)	i
CCNC(=O)CN1CCCN(C(=O)c2csc(-c3ccccc3)n2)CC1	i
CCCCn1c(=O)n(CC(=O)Nc2sccc2C(=O)OCC)c(=O)c2c1ncn2C1CCCC1	i
O=C(c1ccc(F)cc1)N1CCN(c2nc3cc(Br)ccc3n3cccc23)CC1	i
c1cncc(-c2nc(Sc3nnnn3CC3CCCO3)c3ccccc3n2)c1 (stereo unspecified)	12
O=C(CN1CCN(Cc2c(-c3ccccc3)nc3ccccn23)CC1)NC1CC1	i
CCOc1cccc(CC(=O)Nc2ccc3c(c2)C(=O)N(C)C2=NCCN23)c1OCC	36
O=c1c2ccccc2nc(CN2CCOCC2)n1Cc1nc(-c2ccc3c(c2)CCC3)cs1	i
c1cc(N2CCCC2)ccc1-c1noc(C2CCCC2)n1	i
CCn1nc(C(=O)N2CCCN(S(=O)(=O)c3ccc(C)cc3)CC2)c2ccccc2c1=O	i
Fc1ccc(C2(c3nnc(-c4ccccc4)o3)CCOCC2)cc1	i
CCN1CCC(=O)N(CC(=O)N2CCCCC2)CC1	i
Cc1ccnc(NC(=O)C2CCN(c3c(C)n(-c4ccccc4)c(=O)n(CC(C)C)c3=O)CC2)c1	i

By substructure, the compounds so far with a thiophene ring, fused or not (seven)
SMILES	trophozoite growth
N/C(=N/OCc1ncc(-c2cccs2)o1)c1ccc(Oc2ccc(F)cc2)nc1	42
CC1(C(=O)NCc2ccc3c(c2)OCO3)CCN(S(=O)(=O)c2cccs2)CC1	i
CCOC(=O)c1sc2nc(C)nc(N3CCCCC3C)c2c1C (stereo unspecified)	i
Cc1ncc2c(n1)CN(C(C)c1nc(-c3cccs3)no1)CC2 (stereo unspecified)	14
CC1CCc2c(sc3ncnc(N4CCN(Cc5cn6ccccc6n5)CC4)c23)C1 (stereo unspecified)	i
CC1(c2ccco2)NC(=O)N(NC(=O)c2sc3ccccc3c2Cl)C1=O (stereo unspecified)	16
CCCCn1c(=O)n(CC(=O)Nc2sccc2C(=O)OCC)c(=O)c2c1ncn2C1CCCC1	i

Only part of the results is shown; count on the stated rates, not on these rows.
